# HSP90 inh: HSP90 inhibitors, primary screen, cell lysate, luminescence; 290,000 tested, 0.91% active; AID 1789, 2009; inhibition, % at 5.6 µM; Rabbit reticulocyte lysate, luciferase refolding luminescence, 3 h;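 active means inhibition above the screen-wide mean plus 3 SD, computed separately per campaign, cut at about 16% in these data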;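 further: 0% = DMSO wells and 100% = 60 µM geldanamycin wells; inhibitors lower the luminescence because luciferase stays unfolded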
# aSyn 5UTR inh: MLPCN primary screen, SNCA 5' untranslated region; alpha-synuclein 5'UTR reporter, inhibitor activity; inhibition, % (tested at 7.5 µM); 300,000 tested, 0.82% active; AID 1813, 2009; in the data active means inhibition above about 60%;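 further: H4 neuroglioblastoma cells stably carrying SNCA 5'UTR luciferase fusion; 0% = DMSO wells and 100% = positive control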
# IEC-6 tox: cytotoxicity in IEC-6 intestinal epithelial cells, primary screen, cytotoxicity control for KLF5 inhibitor project, cell-based, luminescence. IEC-6 cytotoxicity, luminescence viability. inhibition, % at 5 µM. 290,000 tested, 0.78% active. AID 1825, 2009; in the data active means inhibition above about 22%;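 further: 0% = plate median of test compound wells and 100% = cytotoxic reference compound wells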
# GSK3 alpha inh: blockers of GSK3A enzyme activity – biochemical, luminescence, cell-free homogeneous, HTS, primary screen; Glycogen synthase kinase-3 alpha (Homo sapiens), P49840; AID 2650, 2010; GSK-3 alpha kinase, ADP-Glo luminescence, 60 min; inhibition, % at 10 µM; 320,000 tested, 0.1% active;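 in the data active means inhibition above about 50%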;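 further: GST-tagged GSK-3 alpha with peptide substrate and 25 µM ATP; 0% = DMSO neutral wells and 100% = GW8510 positive control wells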
# Target sequence (P49840 whole entry, looked up): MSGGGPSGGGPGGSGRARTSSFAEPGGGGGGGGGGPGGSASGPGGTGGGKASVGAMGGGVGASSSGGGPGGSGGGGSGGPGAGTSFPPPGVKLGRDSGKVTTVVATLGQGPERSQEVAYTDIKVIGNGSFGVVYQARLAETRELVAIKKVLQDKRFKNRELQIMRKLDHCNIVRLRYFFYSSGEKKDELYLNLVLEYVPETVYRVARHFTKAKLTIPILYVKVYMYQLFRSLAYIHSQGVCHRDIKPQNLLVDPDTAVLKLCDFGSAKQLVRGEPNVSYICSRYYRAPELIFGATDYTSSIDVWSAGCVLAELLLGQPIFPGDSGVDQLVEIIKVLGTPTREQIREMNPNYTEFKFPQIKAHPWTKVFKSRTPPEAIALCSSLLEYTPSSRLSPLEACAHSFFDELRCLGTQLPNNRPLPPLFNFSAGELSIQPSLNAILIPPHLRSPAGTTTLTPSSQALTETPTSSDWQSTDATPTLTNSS
# KLF5 inhibitor: KLF5 expression inhibitors, primary screen, DLD-1 cells, luminescence | DLD-1 KLF5 promoter-luciferase reporter | inhibition, % at 5 µM | AID 1700, 2009 | 290,000 tested, 0.23% active;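 active means inhibition above a per-plate limit of that plate's mean compound inhibition plus 3 SD, cut at about 60% in these data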;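 further: 0% = DMSO wells and 100% = LY294002 at 200 µM; higher means less KLF5 promoter-driven luciferase light; inactives centre near -14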
# HIF activator: HIF pathway transcriptional activators, primary screen, cell-based, U2OS HRE-luciferase, luminescence. U2OS HRE-luciferase reporter; normalized: DMSO 0%, desferrioxamine 100%. activation, % at 7.5 µM (by protocol). 300,000 tested, 0.32% active. AID 1910, 2009;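 active means mean activation of at least 10% of the iron chelator positive control signal, with at least half of replicates also reaching 10%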
# GSK3B inh: human GSK3beta kinase inhibitors, primary screen, biochemical, cell-free homogeneous, HTS; GST-GSK3beta kinase, ADP-Glo luminescence, 60 min; stronger effect = lower value; activity score (negative = inhibition), % at 10 µM; 300,000 tested, 0.038% active;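 active means more than half of replicate wells score below -50%, meaning over 50% inhibition versus plate controls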;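 further: 0% = median DMSO wells and -100% = median GW8510 positive control wells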
# Target sequence (P49841 whole entry, looked up): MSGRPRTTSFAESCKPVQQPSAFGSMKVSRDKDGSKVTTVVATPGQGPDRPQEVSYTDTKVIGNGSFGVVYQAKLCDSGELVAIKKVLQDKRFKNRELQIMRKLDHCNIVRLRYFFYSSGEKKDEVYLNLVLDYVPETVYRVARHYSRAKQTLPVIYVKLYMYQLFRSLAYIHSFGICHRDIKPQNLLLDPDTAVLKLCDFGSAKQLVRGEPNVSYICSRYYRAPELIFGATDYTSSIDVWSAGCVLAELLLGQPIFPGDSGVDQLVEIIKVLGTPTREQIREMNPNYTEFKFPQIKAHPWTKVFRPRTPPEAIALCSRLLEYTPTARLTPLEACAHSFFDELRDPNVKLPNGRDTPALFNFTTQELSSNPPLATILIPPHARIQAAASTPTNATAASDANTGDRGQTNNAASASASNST
#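 Assay system: GST-tagged human GSK3beta kinase, cell-free; Input: 1.6 ng GSK3beta; Medium: Tris/MgCl2 kinase buffer; Timing: 60 min enzyme reaction, room temperature; Signal: ADP-Glo luminescence quantifying ADP generated by kinase; Evaluation: score relative to plate controls; Benchmarks: DMSO neutral wells and GW8510 at 20 µM as positive.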
# HSF-1 act: HSF-1 activators, primary screen, NIH3T3-HGL cells, MG132 stress, luminescence, single point; NIH3T3-HGL HSF-1 luciferase reporter, 8 h; 100% = twice DMSO control signal; activation, % at 9 µM; 300,000 tested, 1.7% active; AID 504408, 2011;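 active means mean replicate activation of at least 50% with a set share of replicates each reaching 50%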;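 further: 0% = median of the neutral control wells and 100% = twice that signal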
# AI-2 QS mod: Vibrio harveyi AI-2 quorum sensing modulators, primary screen, JMH597 strain, luminescence/OD600 ratio; Vibrio harveyi JMH597 AI-2 luminescence/OD600 ratio, 9 h; stronger effect = lower value; strain lacks LuxN and CqsS sensors; 0 = neutral-control median; activity change, % at 7.5 µM; 300,000 tested, 0.4% active; AID 2094, 2009; in the data active means activity change below about -75%, passing the limit was not always enough;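 further: luminescence divided by OD600 gain over 9 h not by final OD600 alone; inactives centre near 13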
# HSF1 inhib: HSF1 inhibitors in luciferase reporter cells, primary screen, cell-based, NIH3T3, luminescence; NIH3T3-HGL HSE-luciferase, MG132-induced, luminescence 8 h; stronger effect = lower value; activity change, negative = inhibition, % at 7.5 µM (by protocol); 300,000 tested, 0.77% active; AID 2098, 2009;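 active means more than half of replicate wells show activity change below -50%, luminescence cut by over half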;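 further: luciferase reports HSF-1 transcriptional activity via heat shock element; 0% = median of DMSO wells and -100% = zero luminescence signal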
# Starred values were filed as active, the others as inactive; . = not tested or not shown.
SMILES,HSP90 inh,aSyn 5UTR inh,IEC-6 tox,GSK3 alpha inh,KLF5 inhibitor,HIF activator,GSK3B inh,HSF-1 act,AI-2 QS mod,HSF1 inhib
COc1ccccc1C(=O)OCC(=O)c1cccc([N+](=O)[O-])c1,-1,0,-2,-1,-15,-1.1,-1,-83,42,-76*
CCOC(=O)CNC(=O)c1cccnc1,3,-29,1,-4,-10,-0.4,-2,11,16,2
CCCc1ccc(C#N)c(SC2CC(=O)N(c3ccc(OC)cc3)C2=O)n1 (stereo not drawn),-2,-25,-6,-9,-44,0.3,2,5,-5,-3
CC1CCCN(CC(=O)Nc2ccc(S(=O)(=O)N3CCCC3)cc2)C1 (stereo not drawn),3,7,5,-2,-4,-7.1,1,-6,-69,-9
CC(=O)NC(NC(C)=O)c1cccc(OCc2ccccc2)c1,0,15,0,-5,-25,0.2,-1,26,19,-3
COc1cccc(CN(CC(=O)NCc2ccccc2)C(=O)c2csnn2)c1,-2,14,-2,0,-29,-0.1,-1,5,11,-6
CCN(c1cccc(C)c1)S(=O)(=O)c1cc2c3c(c1)CCC(=O)N3CCC2,.,8,.,-2,.,-0.1,-2,-13,19,-8
O=S(=O)(Nc1nc2ccccc2nc1-[n+]1cccc(N=C([O-])c2ccc(Cl)cc2)c1)c1ccccc1,1,17,-1,-2,-14,-0.7,1,10,12,-3
O=C(c1cccc(Cl)c1)N1CCN(C2CCCCCC2)CC1,-2,-1,0,-3,-34,0.1,3,14,23,7
O=P(OCC1CC1)(c1ccccc1)c1ccccc1,-3,-4,0,-2,-16,0.2,0,-3,27,-5
COc1ccccc1C(=O)NNC(=O)CCCN1C(=O)/C(=C/c2cccs2)SC1=S,4,-54,3,-3,-1,-0.3,-1,1,17,13
C#CCOCCOCCOCCNc1nc(N2CCN(C(=O)[C@H](CCC(=O)O)n3cc(C(N)Cc4ccc(O)cc4)nn3)CC2)nc(N2CCN(C(=O)[C@H](CCC(=O)O)n3cc(C(N)Cc4ccc(O)cc4)nn3)CC2)n1 (stereo partly drawn),14,2,-4,-4,-15,0.9,1,-10,6,-1
COCc1nnc(NC(=O)c2cc(OC)c(OC)cc2[N+](=O)[O-])s1,1,19,10,1,-3,0.0,0,-18,3,-6
O=C(NC1=NCCS1)C1Cc2ccccc2CN1C(=O)c1ccccc1 (stereo not drawn),3,-35,-3,-1,-17,-0.1,5,0,8,-3
O=C(NCC(=O)N1CCN(Cc2ccccc2)CC1)c1ccc(Br)cc1,7,11,3,-1,-7,0.0,1,-4,-16,-4
Cc1ccc2[nH]c(=O)c(CN(CC3CCCO3)S(=O)(=O)c3cccc4nsnc34)cc2c1 (stereo not drawn),0,27,-1,.,4,0.3,-2,21,8,3
Cc1ccc(C(=O)NNC(=O)c2cccc(Br)c2)cc1,1,-32,0,-2,-29,-0.1,.,-5,.,3
O=C(Nc1ccc(Oc2ccc(Cl)cc2)cc1)c1ncn[nH]1,0,36,-6,3,-20,-3.1,0,2,46,1
CC1=C(C/C=C(\C)CCC[C@H](C)CCC[C@H](C)CCCC(C)C)C(=O)c2ccccc2C1=O,.,-15,.,2,.,-0.1,1,1,11,3
N#Cc1nc(Cc2cccc3ccccc23)oc1NCC1CCCO1 (stereo not drawn),0,12,3,-2,-10,0.9,3,5,27,6

# 3 compounds from above, sorted by their value in HSF1 inhib, lowest first:
compound,HSP90 inh,aSyn 5UTR inh,GSK3 alpha inh,KLF5 inhibitor,GSK3B inh,HSF-1 act,AI-2 QS mod,HSF1 inhib
COc1cccc(CN(CC(=O)NCc2ccccc2)C(=O)c2csnn2)c1,-2,14,0,-29,-1,5,11,-6
CCOC(=O)CNC(=O)c1cccnc1,3,-29,-4,-10,-2,11,16,2
COc1ccccc1C(=O)NNC(=O)CCCN1C(=O)/C(=C/c2cccs2)SC1=S,4,-54,-3,-1,-1,1,17,13

# Next part:
SMILES,HSP90 inh,aSyn 5UTR inh,IEC-6 tox,GSK3 alpha inh,KLF5 inhibitor,HIF activator,GSK3B inh,HSF-1 act,AI-2 QS mod,HSF1 inhib
CCC(=O)N1CCN(c2nc(C)nc3sc(C)c(C)c23)CC1,-3,1,-7,4,-28,-0.8,-3,2,4,-5
CCc1[nH]nc(C(=O)NC2CCCN(Cc3ccccc3F)C2)c1C (stereo not drawn),-3,13,-2,-7,-23,-0.1,1,6,34,-1
O=C(c1cccs1)N(Cc1cccc(Cl)c1)C1CCS(=O)(=O)C1 (stereo not drawn),-2,20,-6,1,-20,0.3,3,-1,-4,9
Cc1cc(C)n(C(=O)CCCCCCCC(=O)n2nc(C)cc2C)n1,4,8,4,-2,-29,0.0,4,41,4,13
O=C(CNCC1CCCO1)Nc1ccccc1-n1cccc1 (stereo not drawn),1,5,1,-5,-10,-0.1,0,-7,18,-3
O=C(Nc1ccc(Br)cc1)c1ccc(F)c(S(=O)(=O)N2CCN(c3ccccn3)CC2)c1,-2,51,2,0,-9,-2.4,1,18,10,-2
CCOCc1c(C(=O)Nc2ccc(OC)nc2)oc2ccccc12,-5,-15,-1,-2,6,1.4,.,39,.,1
O=C(O)c1cc(Cl)c2c(c1)[C@@H]1C=CC[C@@H]1[C@H](c1ccc(S(=O)(=O)N3CCOCC3)cc1)N2,1,-14,-12,-2,-24,-0.2,8,-3,45,-8
CCN(CC)C(=O)c1cncc(C(=O)N(CC)CC)c1-c1ccccc1,0,32,-8,1,-25,0.2,-4,-5,26,5
COc1cc(C(=O)Nc2cc(Cl)ccc2C)c(-n2cnnn2)cc1OC,0,17,1,-1,-4,-0.3,1,-6,37,1
CCn1cc(C(=O)Nc2ccc(C)cc2[N+](=O)[O-])c(C)n1,.,-28,.,0,.,0.7,4,4,36,7
Nc1nnc(CC(=O)N/N=C/c2cc([N+](=O)[O-])cc(Br)c2O)s1,2,6,-4,1,3,-0.2,-1,2,22,-5
COCCNC(=O)C1CCC(CNS(=O)(=O)c2ccc3c(c2)CC(C)N3C(=O)C2CC2)CC1 (stereo not drawn),1,-8,2,-2,-59,-0.1,2,23,8,2
[O-]c1c[n+](-c2ccccc2)no1,-2,-35,-7,2,4,-0.3,-2,-2,-6,1
Cc1ccc(-c2cc(-c3ccccc3Cl)[nH]n2)c(O)c1,-1,-221,8,-1,-113,2.6,-5,38,4,47
Cc1cc(Nc2ccc3ccccc3c2)n2ncnc2n1,2,.,11,0,-26,.,.,.,.,.
C=CCN(c1ccc(C(=O)Nc2ccc(C)c(C)c2)cc1)S(C)(=O)=O,2,-42,3,0,-6,0.3,-27,6,23,1
S=C(NCC(c1ccco1)N1CCCC1)Nc1ccccc1 (stereo not drawn),0,-18,-3,-1,2,1.0,-3,8,8,0
O=C(Nc1ccncc1)c1c(Cl)cccc1Cl,4,21,-8,-1,-55,0.2,.,-20,.,-11
Cc1ccccc1NC(=O)CSc1nnc(Cc2cccn2C)n1-c1ccc(F)cc1,-1,7,-8,.,-18,-0.2,0,-2,12,-4
O=C(CSc1ccc2nnc(CCNC(=O)c3ccccc3)n2n1)Nc1ccc(F)cc1F,-2,0,-3,-2,-4,0.7,-2,-10,18,-4
O=C(CN(CCO)c1ccccc1)NC12CC3CC(CC(C3)C1)C2,1,-11,8,0,-17,0.1,2,20,20,-2
N#Cc1c(C(F)(F)F)cc(-c2ccccc2)nc1SCc1nc(N)nc(N2CCOCC2)n1,5,20,2,4,-21,-7.9,-1,6,16,-4
Cc1ccc(-c2nnc(SCC(=O)Nc3ccc4c(c3)OCCO4)n2N)cc1,1,.,3,3,-8,.,.,.,.,.
CCOC(=O)C1CCCN(C(=O)c2sc3nc(-c4ccc(OC)cc4)cn3c2C)C1 (stereo not drawn),46*,11,3,0,-44,0.3,0,-9,14,-9
O=C(CCC(=O)Nc1ccc(Br)cc1)N/N=C/c1ccc(O)cc1,-2,-1,-2,-1,2,-0.2,-3,-8,6,2
COc1ccc(N(CC(=O)NCCc2ccccc2)C(=O)CCC(=O)Nc2nccs2)cc1,0,-14,4,3,-4,-0.1,2,-11,21,3
Cc1cccc(NC(=O)c2cc(S(=O)(=O)c3ccccc3)ccc2Cl)c1,2,5,-3,-3,-35,0.2,1,21,13,14
CCOc1ccccc1C1CC(=O)NC(SCC(=O)Nc2nccs2)=C1C#N (stereo not drawn),1,7,-3,7,-14,-26,-1,15,18,-6
CC(C)Cc1nnc(NC(=O)c2cc(S(=O)(=O)N(C)C)ccc2N2CCCC2)s1,-8,-18,-8,0,-14,-0.4,4,-7,0,-4
O=C(NC1CCSC1)c1cccc(Cl)c1 (stereo not drawn),0,-8,6,1,-12,-0.4,-2,10,15,0
CCn1c(=N)n(CC(O)c2ccccc2)c2ccccc21 (stereo not drawn),2,16,-3,4,3,-0.2,-2,0,3,-3
CC(OC(=O)C1CC=CCC1C(N)=O)C(Cl)=C(Cl)Cl (stereo not drawn),1,27,2,1,15,0.0,1,-10,20,-8
COc1ccc(NC(=O)Cn2c3ccccc3c3nc4n(c(=O)c32)CCS4)cc1,-9,22,-4,-1,-23,-1.4,1,3,9,-2
CN(C)CCn1c(NC(=O)c2ccc(Cl)cc2)nc2ccccc21,-4,-239,2,-2,-25,3.1,-1,.,-1,.
Cc1cc(C)nc(SCCC(=O)N(C)C)n1,3,-1,0,-2,-4,-0.3,0,-1,35,-3
CSc1nnc([C@H](Cc2c[nH]c3ccccc23)NC(=O)OC(C)(C)C)o1,-8,-54,4,-10,-56,1.1,-3,-6,13,3
O=C(COC(=O)CCSc1ccccc1)NCc1ccccc1Cl,2,-28,0,-1,-1,0.3,5,13,6,-3
COc1ccc(CCNCC(=O)Nc2ccc(C)c(S(=O)(=O)N(C)C)c2)cc1OC,2,13,0,5,-5,-0.2,-2,-8,11,2
O=C(CN1CCOCC1)NCCC12CC3CC(CC(C3)C1)C2,1,4,1,-1,-9,-0.4,0,8,4,-5
COc1ccc(/C=C/CN2CCN(Cc3ccc(C)cc3)C(CCO)C2)cc1 (stereo not drawn),-1,5,3,-2,10,0.6,1,-3,20,-5
CC(C)CC(COCc1cccc(Cl)c1)N1CCN(C(=O)c2ccc(C(F)(F)F)cc2)CCC1=O (stereo not drawn),-2,16,7,-2,-24,-0.1,-1,25,-5,9
Nc1cc(N)nc(SCCc2ccccc2)n1,2,-57,2,0,-58,1.1,4,41,-2,12
CC(C)SCc1cc(N2CCCC2)nc(-c2ccccc2)n1,-3,10,-3,-2,-22,-0.4,-1,-1,5,-1
O=C(NCc1ccco1)c1ccc(NC(=O)C2COc3ccccc3O2)cc1 (stereo not drawn),0,22,4,-3,-17,0.1,3,31,4,18

# Assay outcomes as filed in PubChem.
